Screens: PubChem, Sanford-Burnham Center for Chemical Genomics
CXCR6 block: CXCR6 (human) receptor inhibition; CHO-K1 PathHunter CXCR6 beta-arrestin, luminescence; O00574; inhibition, % at 20 µM; AID 602244; actives 0.36% (n = 360,000); in the data active = inhibition above about 34%, passing the limit was not always enough;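 also: antagonist mode with CXCL16 agonist at 10 nM final; 0% = 10 nM CXCL16 with DMSO and 100% = unstimulated wells without agonist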
Target sequence (O00574 whole entry, looked up): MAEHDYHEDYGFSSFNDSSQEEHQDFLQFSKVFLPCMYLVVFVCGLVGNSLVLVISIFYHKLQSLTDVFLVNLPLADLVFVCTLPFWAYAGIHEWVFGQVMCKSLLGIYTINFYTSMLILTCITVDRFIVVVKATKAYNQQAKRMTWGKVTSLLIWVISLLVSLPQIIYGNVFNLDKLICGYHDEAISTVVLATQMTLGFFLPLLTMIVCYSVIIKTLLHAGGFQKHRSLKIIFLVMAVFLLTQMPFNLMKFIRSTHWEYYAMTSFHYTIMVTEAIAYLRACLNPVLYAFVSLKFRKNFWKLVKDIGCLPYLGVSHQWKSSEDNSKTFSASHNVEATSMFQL
697 NFkB inh: inhibitors of the PMA/ionomycin-induced NF-kB reporter in 697 B cells | 697 B-cell NF-kB luciferase reporter, 16 h | inhibition, % at 4 µM | actives 0.33% (n = 330,000) | AID 435022; in the data active = inhibition above about 35%
EBI2 block: antagonists of human EBI2 receptor; actives 0.81% (n = 360,000); inhibition, % at 5 µM; EBI2 beta-arrestin recruitment, luminescence, 7a,25-OHC stimulated; AID 651636; in the data active = inhibition above about 38%;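 also: enzyme fragment complementation signal reports receptor beta-arrestin coupling in cells; 0% = agonist plus DMSO wells and 100% = wells without agonist; some results beyond the cut were filed as inactive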
Target sequence (P32249 whole entry, looked up, the tested form may be a part): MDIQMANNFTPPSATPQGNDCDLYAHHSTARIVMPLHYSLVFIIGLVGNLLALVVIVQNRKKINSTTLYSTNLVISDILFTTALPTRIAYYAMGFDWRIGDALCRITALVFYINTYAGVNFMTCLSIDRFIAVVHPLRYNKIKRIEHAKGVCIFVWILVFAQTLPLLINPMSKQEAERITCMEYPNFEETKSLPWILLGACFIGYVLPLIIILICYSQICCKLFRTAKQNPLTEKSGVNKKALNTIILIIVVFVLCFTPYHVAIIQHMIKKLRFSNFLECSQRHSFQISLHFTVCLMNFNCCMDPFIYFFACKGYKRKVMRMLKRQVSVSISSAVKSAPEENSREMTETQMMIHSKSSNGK
CCR6 antagonist: antagonists of human CCR6 receptor; actives 0.49% (n = 340,000); CHO-K1 CCR6 PathHunter beta-arrestin, luminescence, CCL20-stimulated; P51684; inhibition, % at 20 µM;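 active = compounds whose inhibition of the agonist-driven luminescence signal at 20 µM reaches about 50%, limit read from the data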;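 also: cells stimulated with CCL20 at 14 nM final; plate controls were DMSO with CCL20 for no effect and DMSO without agonist for full effect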
Target sequence (P51684 whole entry, looked up): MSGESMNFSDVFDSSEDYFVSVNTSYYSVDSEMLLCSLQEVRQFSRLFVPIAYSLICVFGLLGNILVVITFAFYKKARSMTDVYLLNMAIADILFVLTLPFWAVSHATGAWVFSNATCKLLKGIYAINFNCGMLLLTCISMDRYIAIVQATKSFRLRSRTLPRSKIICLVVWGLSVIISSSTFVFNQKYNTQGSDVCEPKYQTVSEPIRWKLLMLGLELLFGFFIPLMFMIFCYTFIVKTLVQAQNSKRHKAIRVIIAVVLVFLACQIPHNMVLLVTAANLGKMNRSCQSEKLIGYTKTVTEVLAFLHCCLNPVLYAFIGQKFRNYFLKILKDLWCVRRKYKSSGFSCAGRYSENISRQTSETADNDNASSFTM
XBP1 UPR activ: activators of adaptive arm of unfolded protein response (XBP1); CHO-XBP1 luciferase reporter, IRE1-XBP1 UPR activation, luminescence; percent of tunicamycin response, DMSO as zero; actives 0.33% (n = 330,000); AID 463104; activation, % at 20 µM;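 active = versus positive control, 20 µM dose yields 30% or more activation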;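 also: 100% = tunicamycin at 10 µg/mL and 0% = DMSO only wells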
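Signal: luciferase luminescence; Assay system: CHO-XBP1 luciferase reporter cells; Amount: one thousand reporter cells per well; Dosing: 20 µM single concentration, DMSO 1%; Benchmarks: high control tunicamycin 10 µg/mL final, low control DMSO vehicle only; Schedule: 6 h compound exposure at 37 °C, 5% CO2; Evaluation: percent activation relative to tunicamycin reference.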
Mdm2-MdmX inh: inhibitors of human Mdm2/MdmX interaction. SaOS-2 split-luciferase Mdm2/MdmX complementation, luminescence. inhibition, % at 8 µM. actives 3% (n = 330,000);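 active = inhibition of at least 50% at 8 µM in the primary screen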
UPR CHOP act: activators of apoptotic arm of unfolded protein response (CHOP); CHO-CHOP luciferase reporter, UPR activation, luminescence; percent of tunicamycin response over DMSO baseline; activation, % at 10 µM; actives 0.34% (n = 330,000);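 active = at 10 µM dose, activation of 40% or more, normalized to positive control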;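 also: 100% = tunicamycin at 10 µg/mL and 0% = DMSO alone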
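Test system: CHO CHOP reporter cells. Input: 500 CHO-CHOP cells per well. Medium: F12 with 10% FBS. Technique: luciferase luminescence. Measure: percent activation relative to tunicamycin control. Dosing: 10 µM compound, 0.5% DMSO. Timing: 16-18 h cell attachment, then 6 h compound exposure, 37 °C.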
Jurkat NFkB inh: inhibitors of the PMA/ionomycin-induced NF-kB reporter in Jurkat cells | PMA/ionomycin-induced NF-kB luciferase reporter, luminescence | inhibition, % at 4 µM | actives 0.53% (n = 330,000); in the data active = inhibition above about 50%
Gli-Sufu antag: blocks Gli-Sufu signaling in a luciferase reporter; Sufu-KO-LIGHT fibroblasts, Gli luciferase reporter luminescence; inhibition, % at 5 µM; actives 0.74% (n = 340,000);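 active = inhibition above about 55%, limit read from the data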;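 also: 0% = DMSO-treated cells and 100% = wells with medium but no cells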
Active calls of the source: *; / = not tested or not shown.

SMILES	CXCR6 block	697 NFkB inh	EBI2 block	CCR6 antagonist	XBP1 UPR activ	Mdm2-MdmX inh	UPR CHOP act	Jurkat NFkB inh	Gli-Sufu antag
CCOc1ccc(N(CC(=O)Nc2cccc(OC)c2)S(=O)(=O)c2c(C)noc2C)cc1	-1	-4	9	12	-5	26	0.0	7	10
O=C(Nc1cc(C(F)(F)F)ccc1N1CCOCC1)c1ccc(Cl)nc1	-1	19	4	16	-3	15	-2.3	9	9
C=CCN(C(=O)CC(NC(C)=O)c1ccccc1)c1nc(-c2ccc(S(C)(=O)=O)cc2)cs1 (stereo not drawn)	-6	-13	12	16	1	-43	4.7	-30	-10
Cc1cccc(N(C)C(=O)c2cc(S(=O)(=O)N3CCCC3)cn2C)c1	-2	12	24	7	-3	7	3.4	4	-9
N#C/C(=C\c1cccnc1)c1ccccn1	-3	-11	-12	-8	2	-32	5.1	-13	6
O=C(O)[C@@H]1CC(O)CN1C(=O)CCc1c[nH]c2ccccc12 (stereo partly drawn)	4	-4	-4	0	-3	10	-0.1	16	11
COc1cc(CC(=O)OCC(=O)NCc2ccco2)cc(OC)c1OC	-7	9	-3	-3	3	-2	-0.4	1	-3
Cc1ccccc1C(=O)Nn1cnc2ccccc2c1=O	-18	-24	-1	6	4	-27	5.5	6	-22
C=CCN(CC(=O)O)S(=O)(=O)c1ccccc1C(F)(F)F	3	11	7	-5	-2	15	-1.9	10	0
N#C/C(=N\Nc1ccccc1F)C(=N)N1CCCCC1	-9	-64	-19	15	5	-76	4.6	-81	-89
O=C1N(CC(=O)N2CCc3ccccc32)CCN1Cc1ccccc1Cl	-5	14	2	37	-2	23	-1.1	-3	3
O=C(COC(=O)CCCN=C1NS(=O)(=O)c2ccccc21)NNC(=O)c1ccccc1	-11	19	-3	2	0	14	-0.4	12	-4
C/C=C/c1ccc(OCCSc2nc(C)cc(=O)[nH]2)c(OC)c1	3	-14	3	22	-2	-23	-0.5	-20	-13
C(=C\c1nc(-c2cccnc2)no1)/c1ccccc1	-7	-107	4	2	-1	-167	6.3	-97	-76
CCOC(=O)/C=C1\SCC(=O)N1CC(=O)NC1CCCCC1	-1	4	-6	12	0	-3	-3.6	-22	-1
S=c1[nH]nc(COc2cccc3ccccc23)n1Cc1ccccc1	2	-40	3	11	0	-34	-0.2	-10	4
CCOC(=O)C1CCCC12Nc1cccc3cccc(c13)N2 (stereo not drawn)	-7	/	-15	-4	/	/	/	/	10
Nc1cc(=O)nc(SCC(=O)N2CCN(c3ccccc3)CC2)n1-c1ccc(F)cc1	2	1	-4	6	-4	6	0.8	4	26
CCCc1c(C)c(C#N)c2nc3ccccc3n2c1NCCCN1CCOCC1	-1	-11	7	2	-1	11	0.0	-3	13
CCOC(=O)C1CCCN(CC(=O)Nc2c(C(=O)OC)[nH]c3ccc(C)cc23)C1 (stereo not drawn)	-3	-5	5	-1	0	-2	1.2	17	5
O=C(NCc1cccs1)C1CC1	-10	19	-4	3	1	-6	1.6	6	-7
COc1ccc(NC(=O)CSc2ccc3ccccc3c2)cc1S(=O)(=O)N1CCCCC1	-14	-4	33	13	0	34	-2.0	10	1
Cc1ccc(CNC(=O)CSc2nccn(-c3ccc(C)c(F)c3)c2=O)cc1	-11	-2	8	4	0	11	-0.4	11	0
COC(=O)c1cccc(NC(=O)CCCOc2cccc(C)c2)c1	-3	-6	-3	16	-2	17	-1.6	0	2
O=C(O)c1ccc2c(c1)CCC2	-2	21	-6	6	-1	-15	0.3	5	0
CCOC(=O)N1CCN(C(=O)CN(c2ccc(OC)c(OC)c2)S(C)(=O)=O)CC1	-5	-19	5	14	3	-23	0.4	-6	7
O=C(COC(=O)c1ccc([N+](=O)[O-])cc1Cl)NCc1ccco1	-30	15	-12	-16	-3	8	0.2	2	1
O=C(CCCSc1nc2ccccc2[nH]1)NCc1ccco1	2	5	4	-3	-1	-1	-0.5	-2	5
CN(Cc1ccccc1)S(=O)(=O)c1ccc(Cl)c(C(=O)O)c1	0	10	2	-4	-2	3	-1.0	0	11
c1ccc2c(NCCCN3CCOCC3)c3ccccc3nc2c1	/	10	/	/	1	85*	2.5	-16	/
O=C(COC(=O)Cn1cnc2ccccc21)Nc1ccc2c(c1)OCCO2	-3	2	-12	2	-1	-7	-0.8	9	-3
COc1cccc(NC(=O)CN(C)C(=O)C2CCN(C(=O)c3ccccc3C)CC2)c1	-14	-2	-1	4	-4	22	1.9	-7	-8
COc1ccc(N2CCN(C(=O)CCc3ccc(S(=O)(=O)NC(C)C)cc3)CC2)cc1	6	18	-3	-8	-4	11	-1.9	6	8
COC(=O)c1onc(-c2c(OC)cc(OC)cc2OC)c1C(=O)OC	-8	-10	-1	3	-2	17	4.1	7	1
CC1=C(C)CC(C(=O)NCCCN2CCCC2=O)C(C(=O)O)C1 (stereo not drawn)	4	1	0	0	-9	8	-0.5	-1	2
Cc1ccc2[nH]c(=O)c(CNC(C)(C)C)cc2c1	-2	-13	5	-2	-1	16	-2.8	-26	-4
O=C(Nc1ccc(N2CCOCC2)cc1)C1CCN(S(=O)(=O)c2ccc3c(c2)OCCO3)CC1	8	12	-6	7	1	22	-1.0	-12	-3
COC(=O)c1c(NC(=O)C2CCCO2)sc2c1CCC2 (stereo not drawn)	8	2	-27	12	-1	5	1.2	4	-16
N#CCc1nn(-c2ccc(F)cc2)c(N)c1C#N	-7	11	0	-2	3	13	0.7	10	-1
CC(C)Cn1c(N2CCN(C(=O)/C=C/c3ccccc3)CC2)nc2ccccc21	-2	-3	59*	19	-3	29	-0.3	10	24
COc1ccc(CN2CCN(Cc3ccc(C)cc3)C(CCO)C2)cc1OC (stereo not drawn)	-8	11	3	4	-1	-12	1.6	-7	0
COc1cc(S(=O)(=O)NC2CCCC2)ccc1F	6	19	-10	-1	-1	-26	0.2	3	4
C[n+]1cn(CC(O)COCc2ccccc2)c2ccccc21 (stereo not drawn)	3	3	-6	0	3	18	-1.4	-5	-19
COc1cccc(CC(=O)Nc2ncc(C)s2)c1	5	-13	9	0	1	4	0.1	-2	-32
Cc1nn(CC(=O)NCCc2ccc(Cl)cc2Cl)c(C)c1[N+](=O)[O-]	5	-1	-1	13	-1	9	0.2	-11	-12
COc1ccc(N=C2CCCN2CC(N)=O)cc1	2	11	-2	-9	1	25	-0.5	-6	1
Cc1ccc(S(=O)(=O)c2ncccc2[N+](=O)[O-])cc1	5	7	-39	9	-8	90*	-10.0	27	-1
O=C(O)COc1c(Cl)cc(/C=C2/NC(=O)NC2=O)cc1Br	-8	0	-11	13	-1	-3	-2.2	-19	-2

3 entries out of the list, sorted by formula weight, high to low:
SMILES	CXCR6 block	697 NFkB inh	EBI2 block	CCR6 antagonist	XBP1 UPR activ	Mdm2-MdmX inh	UPR CHOP act	Jurkat NFkB inh	Gli-Sufu antag
O=C(Nc1ccc(N2CCOCC2)cc1)C1CCN(S(=O)(=O)c2ccc3c(c2)OCCO3)CC1	8	12	-6	7	1	22	-1.0	-12	-3
Cc1nn(CC(=O)NCCc2ccc(Cl)cc2Cl)c(C)c1[N+](=O)[O-]	5	-1	-1	13	-1	9	0.2	-11	-12
COc1cccc(CC(=O)Nc2ncc(C)s2)c1	5	-13	9	0	1	4	0.1	-2	-32

Next compounds follow:
SMILES	CXCR6 block	697 NFkB inh	EBI2 block	CCR6 antagonist	XBP1 UPR activ	Mdm2-MdmX inh	UPR CHOP act	Jurkat NFkB inh	Gli-Sufu antag
COc1ccc2sc(-c3ccccc3OC)c(-c3ccc(OCCN4CCCC4)cc3)c2c1	10	19	-9	8	3	73*	-0.7	-7	10
O=C(NCc1ccc2c(c1)OCO2)c1c(-c2ccccc2)sc2ccccc12	-4	-4	13	10	3	8	3.4	-2	22
CSc1cccc(Nc2ccc(S(=O)(=O)N3CCOCC3)cc2[N+](=O)[O-])c1	5	-3	-5	14	-3	6	0.3	12	4
COc1ccc(C(C(=O)NCC2CCCO2)N(C(=O)CNC(=O)c2ccco2)c2cc(C)ccc2C)cc1OC (stereo not drawn)	-3	2	-8	10	-1	9	0.0	-10	0
O=C(N/N=C/c1c(Cl)cccc1Cl)c1ccc(F)cc1	-4	-10	0	13	1	-32	5.6	-7	-16
Cc1nn(C)c(C(=O)NNC(=S)Nc2ccc(Cl)cc2)c1[N+](=O)[O-]	8	-6	1	24	2	18	-0.6	-3	-4
CCOC(=O)C(Cc1ccc(N)cc1)N1C(=O)c2ccccc2C1=O (stereo not drawn)	-12	-4	5	2	-2	5	2.2	7	47
CCc1nc(Nc2ccccc2F)c2oc3ccccc3c2n1	6	-23	-40	16	9	18	-1.0	1	9
Cc1noc(C)c1C(=O)OCC(=O)N1CCc2ccccc21	-1	-7	4	-4	5	-6	1.6	-28	-15
COc1ccc(C(=O)CSc2nnc(CNc3ccc(C)cc3C)n2Cc2ccco2)cc1	14	-12	10	22	-2	23	0.5	-5	-10
CC1C(=O)C(C)C(c2ccc3c(c2)OCO3)NC1c1ccc2c(c1)OCO2 (stereo not drawn)	-2	2	14	19	-2	6	-1.1	-3	12
Fc1cccc2sc(Nc3nc4c(F)cccc4s3)nc12	-16	-84	-3	-41	1	-38	4.5	-56	-21

Reprinted at random: 2 records from the list
SMILES	CXCR6 block	697 NFkB inh	EBI2 block	CCR6 antagonist	XBP1 UPR activ	Mdm2-MdmX inh	UPR CHOP act	Jurkat NFkB inh	Gli-Sufu antag
COc1ccc(C(=O)CSc2nnc(CNc3ccc(C)cc3C)n2Cc2ccco2)cc1	14	-12	10	22	-2	23	0.5	-5	-10
CCOC(=O)C(Cc1ccc(N)cc1)N1C(=O)c2ccccc2C1=O (stereo not drawn)	-12	-4	5	2	-2	5	2.2	7	47

(listing goes on)
SMILES	CXCR6 block	697 NFkB inh	EBI2 block	CCR6 antagonist	XBP1 UPR activ	Mdm2-MdmX inh	UPR CHOP act	Jurkat NFkB inh	Gli-Sufu antag
CCCCC(=O)Nc1ccc(C(=O)Nc2ccc(S(=O)(=O)Nc3ccc(C)cc3)cc2)cc1	-11	-45	6	0	3	63*	2.0	8	1
Cc1ccc(SC2=C(C(=O)O)CCCC2)cc1	5	-4	3	4	-4	12	-1.1	-11	-9
COc1cc(NC(=O)CN(C)CCOc2ccccc2)c(C)cc1[N+](=O)[O-]	2	1	11	1	-1	-17	2.7	10	8
COc1ccccc1N(CCC#N)C(=O)CSc1nc(-c2ccccc2)cn1N	-2	2	5	10	0	-20	1.6	-18	44
O=C(NCCCN1CCC(Cc2ccccc2)CC1)C1CCN(S(=O)(=O)N2CCOCC2)CC1	-7	/	-1	13	/	/	/	/	4
CC(=O)c1ccc(N2CCN(c3ccc(S(=O)(=O)N4CCN(C)CC4)cn3)CC2)cc1	-2	-5	-8	13	-9	45	-0.2	10	4
Cc1ccc(-n2nnnc2SCc2nnc(-c3ccccc3Br)o2)c(C)c1	-2	-46	2	24	-3	25	-1.5	8	3
Cc1ccccc1OCC(=O)NC(C)c1ccccc1 (stereo not drawn)	-2	/	15	8	/	/	/	/	6
CCN(C(=O)COC(=O)c1cccc(S(=O)(=O)NCc2ccccc2)c1)c1ccccc1	1	6	4	17	-4	22	-0.5	5	0
O=C1CC(c2ccccc2)(c2ccccc2)c2ccccc21	10	/	17	29	/	/	/	/	0
O=C(O)c1ccc(CN2C(=O)c3cccc4c([N+](=O)[O-])ccc(c34)C2=O)cc1	-4	/	-25	-28	/	/	/	/	13
CC1CCCC(NC(=O)COC(=O)/C=C/c2ccco2)C1C (stereo not drawn)	-4	6	20	14	-1	-7	2.3	0	2
CCCCn1ccnc1C(=O)c1ccc(S(=O)(=O)N2CCCC2)cc1	1	1	-2	0	1	-6	1.6	19	6
